# PglD DTNB: PglD (C. jejuni) enzyme inhibition; inhibition, % at 12.5 µM; purified PglD enzyme, DTNB colorimetric CoA detection; 360,000 compounds, 0.098% hits; in the data active = inhibition above about 16%, passing the limit was not always enough; also: strong numbers were not always called active
# EWS-Fli inh: blocks EWS/Fli oncoprotein-driven transcription | A673 NR0B1-luciferase reporter, viability-normalised | inhibition, % at 12.6 µM | 350,000 compounds, 0.67% hits;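 active = mean inhibition of at least 50% after viability correction, with every replicate also passing that limit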;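 also: firefly luciferase signal divided by Alamar Blue viability fluorescence both relative to DMSO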
# ERAP1 HTS inh: inhibitors of human ERAP1 aminopeptidase; Q9NZ08; AID 652197; recombinant ERAP1, Leu-AMC fluorescence, 60 min; 340,000 compounds, 0.15% hits; inhibition, % at 10.7 µM;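 active = mean replicate inhibition of at least 30%, or all replicates individually reaching that 30% level; inactive = mean below 30% and not every replicate reaching it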;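 also: 0% = neutral control wells and 100% = L-leucinethiol positive control wells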
# Target sequence (Q9NZ08 whole entry, looked up): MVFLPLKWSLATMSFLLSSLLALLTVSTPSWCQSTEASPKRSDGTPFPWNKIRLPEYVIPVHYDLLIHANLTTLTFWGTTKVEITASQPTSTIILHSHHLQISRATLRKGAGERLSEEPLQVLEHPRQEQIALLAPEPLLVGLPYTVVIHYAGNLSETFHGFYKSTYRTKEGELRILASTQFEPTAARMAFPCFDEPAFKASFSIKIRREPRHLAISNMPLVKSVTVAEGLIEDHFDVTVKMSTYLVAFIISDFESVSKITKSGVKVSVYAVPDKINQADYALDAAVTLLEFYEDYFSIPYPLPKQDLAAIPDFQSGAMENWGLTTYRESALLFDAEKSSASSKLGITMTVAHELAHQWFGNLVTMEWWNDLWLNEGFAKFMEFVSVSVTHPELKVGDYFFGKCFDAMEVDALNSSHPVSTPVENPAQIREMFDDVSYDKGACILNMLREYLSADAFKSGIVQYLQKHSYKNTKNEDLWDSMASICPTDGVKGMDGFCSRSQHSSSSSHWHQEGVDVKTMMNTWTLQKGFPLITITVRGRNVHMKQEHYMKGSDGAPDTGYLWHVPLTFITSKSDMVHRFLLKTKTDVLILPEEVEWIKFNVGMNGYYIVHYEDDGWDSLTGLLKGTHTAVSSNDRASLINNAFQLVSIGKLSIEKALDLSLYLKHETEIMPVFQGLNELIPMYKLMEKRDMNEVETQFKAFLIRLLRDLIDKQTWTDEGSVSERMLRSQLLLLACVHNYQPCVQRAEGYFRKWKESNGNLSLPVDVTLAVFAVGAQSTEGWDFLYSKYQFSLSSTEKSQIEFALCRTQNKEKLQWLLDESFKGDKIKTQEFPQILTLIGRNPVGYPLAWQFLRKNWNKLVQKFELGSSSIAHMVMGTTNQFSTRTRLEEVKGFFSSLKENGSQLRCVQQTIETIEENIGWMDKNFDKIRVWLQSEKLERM
# LGR2 inh: blocks bursicon-induced cAMP signaling via Drosophila LGR2. 380,000 compounds, 0.35% hits. HEK293 LGR2, CRE-luciferase, bursicon-stimulated, 4 h. inhibition, % at 9.99 µM;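 active = drop in luminescence signal, shown as inhibition above about 50% in the replicate tests, limit read from the data, passing the limit was not always enough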;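 also: agonist challenge used bursicon conditioned medium at about half maximal strength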
# S100A4 MyoIIA: S100A4-myosin IIA interaction inhibition; P26447; AID 652163; inhibition, % at 10.7 µM; 360,000 compounds, 0.14% hits; S100A4/TAMRA-MyoIIA peptide fluorescence polarization;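 active = mean inhibition of at least 70% across replicates, with every replicate also reaching that level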
# Target sequence (P26447 whole entry, looked up): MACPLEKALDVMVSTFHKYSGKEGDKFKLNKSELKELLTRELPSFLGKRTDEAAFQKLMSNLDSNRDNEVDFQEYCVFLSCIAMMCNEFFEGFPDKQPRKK
#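 Assay system: human S100A4 monomer with TAMRA-labelled myosin IIA peptide / Buffer or medium: Calcium-containing HEPES buffer, pH 7.2 / Reagent: TAMRA-labelled myosin IIA heavy-chain peptide probe, 5 nM / Compound: one dose per compound / Timing: polarization read 5 min after assay mix addition, stable 5–60 min / Benchmarks: neutral control DMSO, positive control TFP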
# PGC1a acetyl inh: lowers PGC1a acetylation signal in U2OS cells; AlphaScreen anti-acetyl-lysine; with virally co-expressed GCN5 acetyltransferase; inhibition, % at 15.6 µM; 350,000 compounds, 0.17% hits; AID 651687;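 active = every replicate shows inhibition of at least 40%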;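 also: 0% = neutral control wells and 100% = positive control wells; some results beyond the cut were filed as inactive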
# FN deposition inh: fibronectin deposition inhibition; inhibition, % at 12.6 µM; 350,000 compounds, 0.086% hits; AH1F fibroblasts, Alexa488-fibronectin deposition fluorescence, overnight; AID 743247;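 active = mean inhibition across replicates of 30% or more, regardless of how many single replicates reach that level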;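 also: positive control wells lacked labelled fibronectin entirely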
#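 Material: AH1F fibroblasts assembling fluorescent fibronectin matrix; amount: 10000 AH1F cells/well; medium: DMEM, 2% serum; reagent: Alexa488-fibronectin, 24 nM final in well; dosing: single compound dose, delivered by pin transfer; incubation: 1 h adhesion, overnight exposure; detection: fluorescence after three HBSS washes, excitation 485 nm, emission 525 nm; measure: fibronectin deposition inhibition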
# PAX8 reporter: lowers PAX8-driven luciferase in RMG-I cells; RMG-I TPO-luciferase reporter, SteadyGlo, 24 h; inhibition, % at 12.6 µM; 360,000 compounds, 1.2% hits;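 active = mean replicate inhibition at least 60% with every replicate also reaching 60%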;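 also: luciferase light reporting Pax8 driven TPO promoter activity; plate controls were median of neutral control wells for no effect and mitoxantrone controls for full effect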
# Starred values were filed as active, the others as inactive; / = not tested or not shown; & = joins results of further samples.
canonical_smiles	PglD DTNB	EWS-Fli inh	ERAP1 HTS inh	LGR2 inh	S100A4 MyoIIA	PGC1a acetyl inh	FN deposition inh	PAX8 reporter
CS(=O)(=O)N1CCC(C(=O)Nc2ccc(F)c(Cl)c2)CC1	-4.3	3.7	0.1	6.6	-6.0	1.0	-8.3	-16.9
Cn1c(Cc2csc(N)n2)nnc1SCC(=O)NCc1ccccc1	0.5	-0.3	-1.4	28.8	-0.5	9.1	/	/
CS(=O)(=O)Nc1ccc(C(=O)Nc2ccccc2C(=O)N2CCCC2)cc1	0.4	/	/	/	/	17.5	2.6	6.1
O=S(=O)(c1ccc(F)cc1)N1CC[C@@H]2[C@H]1c1cc(-c3ccccc3F)ccc1N[C@@H]2CO	1.0	1.3	0.8	10.5	-7.2	1.2	13.3	-24.7
O=C(O)c1sccc1S(=O)(=O)N1CCOCC1	3.2	-4.8	-2.3	-13.5	-3.9	3.6	-10.6	4.9
O=C(NCc1ccccc1)C(c1cc2ccccc2o1)n1c(=O)c(-c2ccco2)nc2ccccc21 (stereo unspecified)	/	-99.7	9.4	-60.7	-1.2	/	-3.9	-133.2
Cn1c(=O)c2cc(S(=O)(=O)NC(C(=O)Nc3cccc(F)c3)c3ccccc3)ccc2n(C)c1=O (stereo unspecified)	-2.5	16.4	/	9.5	9.8	-12.8	-7.6	21.2
Cc1ccc(C(=O)NC2CCCCCC2)o1	-2.6	/	/	/	/	7.1	5.8	-20.3
COc1cc(C)c(-c2[nH]ncc2-c2csc(C)n2)c(O)c1	/	3.9	-3.4	-14.6	-1.8	-0.2	-2.7	1.3
CCOC(=O)C1CCN(S(=O)(=O)c2ccc(C)c(C)c2)CC1	/	3.1	0.1	-13.7	-4.2	-28.4	1.8	26.5
COc1cccc(NC(=O)Cc2nnc(SCC(=O)NC3CCCC3)n2C)c1	-6.8	3.8	0.8	11.0	3.5	/	-0.3	-4.8
NS(=O)(=O)c1ccc(NC(=O)c2ccc(CNS(=O)(=O)c3cc(C(F)(F)F)ccc3Cl)cc2)cc1	4.6	14.2	2.0	7.1	-1.0	5.9	-4.7	6.7
O=C(Nc1cc(F)ccc1F)N1CC(=O)N2[C@H](CO)[C@@H](c3ccc(-c4cccc(F)c4)cc3)[C@@H]2C1	/	-9.4	2.0	2.3	2.2	-4.3	/	3.2
O=C(O)c1ccc(/C=N/NC(=O)c2ccc3c(c2)OCCO3)cc1	-1.6	/	0.1	23.5	8.3	-0.3	-8.4	-27.6
CCOC(=O)C(C(=O)OCC)N(C#N)c1nc(SC)nc(N(C)C)n1	-3.8	/	/	/	/	7.0	-1.3	16.9
O=C(C[C@@H]1CC[C@@H]2[C@H](COC[C@H](O)CN2Cc2ccc(F)cc2)O1)NCCc1ccccc1	-2.2	-0.2	2.7	-8.3	11.8	-10.2	-1.7	12.4
Cc1nc2c(C)cccc2c2c1CCN2c1ccccc1F	/	13.1	-33.1	-9.7	-0.9	-1.9	-26.5	-7.6
COCCCN(C(=O)Cc1ccc(Cl)c(Cl)c1)c1c(N)n(Cc2ccccc2)c(=O)[nH]c1=O	3.3	1.8	-3.9	-14.6	0.5	7.8	-5.5	29.6
CC(=O)c1cc2c(cc1NC(=O)CCn1cnnn1)OCO2	/	-0.6	-1.6	11.9	4.3	9.7	0.6	-2.3
C[C@@H]1CN([C@H](C)CO)C(=O)c2cc(Br)cnc2O[C@@H]1CN(C)C(=O)CC1CC1	-0.4&0.4	9.9&-6.6	3.9&0.9	4.7&4.6	-3.1&0.9	-12.6&10.8	-3.6&-15.3	-13.2
COCCn1cc(-c2csc(N)n2)c2ccccc21	-3.6	15.8	-0.1	-6.1	-1.7	/	-3.6	14.7
C[C@@H]1CN([C@H](C)CO)C(=O)c2cccc(NS(=O)(=O)c3ccc(Cl)cc3)c2O[C@@H]1CN(C)Cc1ccccc1	-0.3	2.8	0.2	-18.3	-4.6	-0.7	/	2.5
Cc1ncc(CN2CCN(C3CCCC3)C(CCO)C2)s1 (stereo unspecified)	0.7	0.1	-2.7	-7.8	-2.6	/	/	5.9
O=C(CSc1nc2ccc([N+](=O)[O-])cc2[nH]1)c1ccc2ccccc2c1	-4.2	/	/	-4.7	/	-2.9	-8.0	/
O=C(NC1CCN(S(=O)(=O)c2ccccc2)CC1)c1ccccc1	-6.8	-2.0	-4.8	22.1	-30.1	/	1.9	-1.3
COc1ccc(C(=O)Nc2ccccc2)cc1NC(=O)c1ccc([N+](=O)[O-])cc1	2.2	-1.7	1.2	-3.9	2.0	/	-2.3	6.8
C[C@@H](NC(=O)C[C@@H]1C=C[C@@H](NC(=O)C2CCOCC2)[C@@H](CO)O1)c1ccccc1	-0.1	-3.3	4.0	11.0	18.5	-7.1	/	-5.1
Cc1cccc(-c2noc(-c3c(C)noc3C)n2)c1	-2.1	-9.5	0.8	-25.4	0.9	35.8	2.8	13.1
C=CCN1C(=O)N/C(=C/c2ccc(N3CCOCC3)o2)C1=O	/	30.5	-0.8	3.0	-2.4	/	5.0	-7.7
COc1cc(OC)c(C(=O)NCCCn2ccnc2)cc1OC	2.7	-3.8	1.9	4.8	10.3	2.1	-7.8	3.7

# 2 of the compounds above, with each value named.
COc1cccc(NC(=O)Cc2nnc(SCC(=O)NC3CCCC3)n2C)c1
  PglD DTNB: -6.8 | EWS-Fli inh: 3.8 | ERAP1 HTS inh: 0.8 | LGR2 inh: 11.0 | S100A4 MyoIIA: 3.5 | PGC1a acetyl inh: / | FN deposition inh: -0.3 | PAX8 reporter: -4.8

COc1cc(OC)c(C(=O)NCCCn2ccnc2)cc1OC
  PglD DTNB: 2.7 | EWS-Fli inh: -3.8 | ERAP1 HTS inh: 1.9 | LGR2 inh: 4.8 | S100A4 MyoIIA: 10.3 | PGC1a acetyl inh: 2.1 | FN deposition inh: -7.8 | PAX8 reporter: 3.7

# Next part.
canonical_smiles	PglD DTNB	EWS-Fli inh	ERAP1 HTS inh	LGR2 inh	S100A4 MyoIIA	PGC1a acetyl inh	FN deposition inh	PAX8 reporter
CN1C(=O)c2cc(NC(=O)c3ccc(F)c(F)c3)ccc2OC[C@@H]2O[C@@H](CC(=O)N3CCCCC3)CC[C@@H]21	1.9	1.6	-3.5	10.6	-0.7	-17.2	1.2	-6.1
Cc1ccccc1OCC(O)Cn1c(NCc2ccco2)nc2c1c(=O)n(C)c(=O)n2C (stereo unspecified)	-15.5	12.4	-0.4	3.7	3.6	5.5	/	/
CCOc1ccccc1-c1cc(C(=O)N/N=C/c2cccnc2)c2ccccc2n1	-9.5	0.0	-0.3	/	-1.0	/	-7.6	-0.8
CC(C)(C)C(C(=O)O)N1CCS(=O)(=O)CC1 (stereo unspecified)	/	14.3	0.2	-5.2	1.0	34.6	0.3	3.0
Cc1ccc(C(=O)NC2CCCCC2)cc1S(=O)(=O)N1CCCC1	0.2	/	-0.3	-6.5	3.0	-3.6	4.3	/
CCCN(C)C[C@@H]1Oc2cc(C#Cc3ccccc3F)ccc2S(=O)(=O)N([C@@H](C)CO)C[C@@H]1C	1.6	16.0	4.1	5.6	93.2	-35.8	7.4	/
C#CCOCCOCCOCCNc1nc(N2CCN(C(=O)[C@H](CCCCN)n3cc(CN)nn3)CC2)nc(N2CCN(C(=O)[C@H](CCC(=O)O)n3cc([C@@H](N)[C@H](C)CC)nn3)CC2)n1	-1.9	-1.4	/	19.2	-2.2	2.3	0.7	12.6
CC(C)(C)[S@](=O)N1Cc2cc(C(=O)NC3CCCCC3)nc(-c3cccc(Br)c3)c2[C@@H]1CCO	7.8	5.3	2.2	12.3	-130.2	/	-20.9	-3.6
O=C(O)C1(Nc2ccccc2Cl)CCCC1	-0.5	-0.6	0.0	-19.2	0.9	50.8	1.6	17.5
CC(=O)Oc1ccccc1/C=C1\CCOC1=O	-6.6	13.9	2.9	1.0	3.2	0.6	/	/
COc1ccccc1CN=C1NC(=O)C(CC(=O)Nc2ccc(OC)c(OC)c2)S1 (stereo unspecified)	-4.1	/	/	/	/	-6.6	-9.7	-9.2
O=C(CSc1ccc(Cl)cc1)Nc1ccccc1N1CCN(C(=O)c2ccc(Cl)cc2)CC1	/	0.0	-0.4	/	7.1	/	-1.7	1.8
CC(C)NC(=O)Nc1ccc2c(c1)CC(=O)N([C@H](C)CO)C[C@H](C)[C@H](CN(C)S(=O)(=O)c1ccccc1)O2	-3.7	/	-2.3	-16.2	6.3	-0.5	/	-23.0
CCN(CC(=O)Nc1ccc(NC(C)=O)cc1)C(=O)c1ccc(N(C)S(=O)(=O)c2ccc(C)cc2)cc1	2.8	-6.0	1.4	-5.8	-1.2	/	1.2	4.7
Cc1noc(C)c1NC(=O)N(C)C[C@H]1Oc2ccc(NS(=O)(=O)c3ccccc3)cc2CC(=O)N([C@@H](C)CO)C[C@@H]1C	1.5	-4.3	-0.1	-10.9	-0.7	7.9	-9.6	0.6
O=C(CCc1nc2ccccc2[nH]1)N1CCc2ccccc2C1	0.4	-0.7	-2.1	-8.1	-1.1	-2.1	5.7	3.5
COc1ccccc1C(=O)COC(=O)C(NC(=O)Cc1ccccc1)C(C)C (stereo unspecified)	1.5	-7.2	0.8	-12.0	-2.6	-9.5	-9.4	0.5
COc1ccc(CN2CCC(n3nccc3NC(=O)c3cccc(F)c3)CC2)cc1O	2.4	2.4	-1.1	-1.0	-1.4	2.5	2.3	/
CC(C)Cn1c(=O)c(C(=O)N/N=C/c2cccc(F)c2)c(O)c2ccccc21	5.1	-16.2	-0.3	4.5	-6.4	-9.9	2.4	24.4
CCC(=O)Nc1ccc2c(c1)C(=O)N(C)[C@H]1CC[C@@H](CC(=O)N3CCc4ccccc4C3)O[C@H]1CO2	/	-8.2	/	-5.3	/	0.6	2.6	1.2
Cc1cccc2cc(CN(CC3CCCO3)C(=S)Nc3ccccc3)c(=O)[nH]c12 (stereo unspecified)	-3.3	/	/	7.7	/	-3.0	-1.1	3.0
COC(=O)Nc1cc(C(=O)c2ccc(Cl)cc2Cl)c[nH]1	5.2	-4.1	-2.4	-6.0	-5.3	0.8	6.2	-6.2
O=C(C[C@@H]1CC[C@H]2[C@@H](COC[C@@H](O)CN2S(=O)(=O)c2ccccc2)O1)N1CCOCC1	0.1	-6.9	-5.4	-3.3	1.5	-10.5	-3.5	2.7
Cc1ccc(NC(=S)NCc2ccc3c(c2)cc(C)n3C)c(C)c1	/	2.9	-1.1	17.9	19.0	2.6	-1.2	-4.0
C[C@@H]1CN([C@H](C)CO)C(=O)Cc2cc(NC(=O)Nc3cccc4ccccc34)ccc2O[C@H]1CN(C)S(=O)(=O)c1ccc(F)cc1	-1.9	5.1	-0.4	-6.0	-7.0	-1.0	/	9.3
C=CCN1C(=O)N[C@@H]2c3ccccc3O[C@@]1(COCc1ccc(OC)cc1)[C@@H]2CO	-0.5	4.3	0.1	/	-26.2	7.1	/	-2.2
COc1ccc(-c2noc(-c3ccccc3C(=O)NCC3CCCO3)n2)cc1 (stereo unspecified)	/	-5.6	0.1	3.1	0.2	1.2	2.0	-7.1
Cc1ccc(/C=N/NC(=O)c2nc3nc(C)cc(C)n3n2)cc1	/	-1.3	3.6	-1.0	-4.3	/	-1.7	4.1
Cc1ccc(S(=O)(=O)N2CCN(C(=O)C(C)Cn3cncn3)CC2)cc1 (stereo unspecified)	-2.4	-8.7	-4.2	-5.0	3.8	-6.6	2.1	-2.0
O=C(c1cc(COc2ccc(F)cc2Cl)on1)N1CCCCC1c1cccnc1 (stereo unspecified)	0.4	/	0.5	-16.6	2.0	5.1	5.3	-80.7
